High-throughput results from PubChem.
EP2 modulator – EP2 receptor modulators, cAMP readout, primary screen, cell-based, HTRF cAMP, PGE2 stimulation | Prostaglandin E2 receptor EP2 subtype (Homo sapiens), P43116 | EP2-expressing cells, cAMP HTRF FRET, PGE2 co-stimulation | induction, % at 25 µM | 260,000 compounds, 0.83% hits;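 active means compounds whose cAMP rise, as percent of the full-agonist control response, exceeds 60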;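 further: rat C6 glioma line stably carrying human EP2 under a CMV promoter; the protocol text gives 20 µM as final concentration; 100% = response of wells given 1 µM PGE2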
Target sequence (P43116 whole entry, looked up): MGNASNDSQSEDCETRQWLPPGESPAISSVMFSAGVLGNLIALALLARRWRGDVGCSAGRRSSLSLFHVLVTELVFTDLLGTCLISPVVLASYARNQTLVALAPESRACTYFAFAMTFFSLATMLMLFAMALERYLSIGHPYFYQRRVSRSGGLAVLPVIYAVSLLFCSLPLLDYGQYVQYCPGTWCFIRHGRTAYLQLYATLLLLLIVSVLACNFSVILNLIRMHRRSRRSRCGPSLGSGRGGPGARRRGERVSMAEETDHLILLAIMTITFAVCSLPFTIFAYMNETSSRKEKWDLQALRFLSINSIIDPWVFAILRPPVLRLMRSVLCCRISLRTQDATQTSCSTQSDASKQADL
TRPML3 agonist – human TRPML3 channel agonists, primary screen, cell-based, HEK293 TRPML3-YFP, Fluo-8 calcium fluorescence, 3 µM. Mucolipin-3 (Homo sapiens), Q8TDD5. 220,000 compounds, 0.29% hits. 100% = the carbachol control signal. activation, % at 3 µM;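 active means activation above its plate's cutoff, the mean activation of the plate's test wells plus 3 SD, cut at about 12% in these data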;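 further: 0% = DMSO only wells and 100% = carbachol wells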
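Material: HEK293 cells stably carrying human TRPML3-YFP; compound dosing: single dose, 3 µM final nominal compound, 0.3% DMSO final; incubation: 1-h 37 °C dye load, 5-s basal, 120-s post-compound reads; technique: Fluo-8 intracellular calcium fluorescence, excitation 470-495 nm, emission 515-575 nm; read-out basis: percent activation from peak-to-basal fluorescence ratio, scaled between DMSO and carbachol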
S1P4 antag – S1P4 receptor antagonists, primary screen, cell-based; inhibition, % at 4.98 µM; AID 1510, 2009; 220,000 compounds, 0.26% hits; S1P4-expressing cells, antagonist mode, reporter read-out; Sphingosine 1-phosphate receptor 4 (Homo sapiens), O95977; in the data active means inhibition above about 29%;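 further: 0% = wells stimulated with agonist and 100% = vehicle wells without agonist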
NPY-Y2 PAM-ag – NPY-Y2 potentiators or agonists, primary screen, cell-based. Neuropeptide Y receptor type 2 (Homo sapiens), P49146. cells expressing NPY-Y2, potentiator/agonist read-out. activation, % at 3.6 µM. 220,000 compounds, 0.45% hits. AID 1359, 2008; in the data active means activation above about 27%;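 further: cells stimulated with NPY near EC25 plus isoproterenol at EC100; 0% = vehicle plus submaximal agonist and 100% = vehicle plus saturating agonist; some results beyond the cut were filed as inactive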
NPY-Y1 PAM-ag – NPY-Y1 receptor potentiators or agonists, primary screen, cell-based. Neuropeptide Y receptor type 1 (Homo sapiens), P25929. NPY-Y1 expressing cells, potentiator/agonist activation. activation, % at 3.6 µM. 220,000 compounds, 0.37% hits; in the data active means activation above about 33%, passing the limit was not always enough;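 further: cells stimulated with NPY at EC10 then isoproterenol at EC100; 0% = low agonist plus stimulus and 100% = saturating agonist plus stimulus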
Target sequence (P25929 whole entry, looked up): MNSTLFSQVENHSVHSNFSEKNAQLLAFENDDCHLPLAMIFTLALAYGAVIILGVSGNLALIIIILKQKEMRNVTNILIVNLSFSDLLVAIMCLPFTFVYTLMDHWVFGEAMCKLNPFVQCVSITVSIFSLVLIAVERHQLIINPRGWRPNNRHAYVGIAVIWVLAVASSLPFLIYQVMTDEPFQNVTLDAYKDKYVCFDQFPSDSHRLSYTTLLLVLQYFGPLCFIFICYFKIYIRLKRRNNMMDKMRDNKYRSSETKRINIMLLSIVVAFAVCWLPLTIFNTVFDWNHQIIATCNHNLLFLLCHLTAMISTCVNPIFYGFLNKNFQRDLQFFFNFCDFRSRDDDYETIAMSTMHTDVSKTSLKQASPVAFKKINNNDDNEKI
S1P4 agonist – S1P4 receptor agonists, primary screen, cell-based | Sphingosine 1-phosphate receptor 4 (Homo sapiens), O95977 | S1P4-expressing cell line, agonist reporter assay | activation, % at 4.98 µM | 220,000 compounds, 0.35% hits | AID 1509, 2009; in the data active means activation above about 11%;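 further: 0% = DMSO vehicle and 100% = reference agonist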
CHOP inhibitor – inhibitors of CHOP promoter induction, primary screen, cell-based, unfolded protein response, luciferase reporter; inhibition, % at 10 µM; 220,000 compounds, 3.8% hits; CHO-K1 CHOP-promoter luciferase, tunicamycin-induced, 15-18 h; AID 2732, 2010;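 active means compounds that reduced the stress-induced luciferase reporter signal by more than about 70% of percent inhibition, limit read from the data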;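 further: 0% = tunicamycin plus vehicle and 100% = wells without tunicamycin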
zfTRPN1 agonist – zebrafish TRPN1 channel agonists, primary screen, cell-based, HEK293, calcium fluorescence | 220,000 compounds, 0.18% hits | activation, % at 3 µM | HEK293 zebrafish TRPN1-YFP, Fluo-8 calcium fluorescence; 100% = response to 87 µM carbachol | AID 1424, 2008 | transient receptor potential cation channel N1 (TRPN1/NompC), Danio rerio;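 active means activation above its plate's cutoff, the mean activation of test wells on that plate plus 3 SD, cut at about 19% in these data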;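 further: 0% = DMSO alone and 100% = 87 µM carbachol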
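Assay system: Zebrafish TRPN1-YFP in HEK293 cells | Incubation: Dye loading 1 h at 37 °C, then 30 min room temperature | Measured by: Kinetic Fluo-8 fluorescence, ex 470-495, em 515-575 nm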
NPY Y1 blocker – NPY-Y1 receptor antagonists, primary screen, cell-based; Neuropeptide Y receptor type 1 (Homo sapiens), P25929; HEK293-CNG Y1 cells, membrane potential fluorescence; NPY at EC95, then isoproterenol; inhibition, % at 3.6 µM; 200,000 compounds, 1% hits;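 active means inhibition above the campaign mean inhibition of all tested compounds plus 3 SD, cut at about 20% in these data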;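 further: 0% = DMSO wells given NPY plus isoproterenol and 100% = isoproterenol alone without NPY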
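Test system – HEK293 Y1/CNG channel cell line · Also added – NPY agonist 25 nM, then isoproterenol 1 µM plus Ro 20-1724 25 µM · Compound dosing – one concentration, 3.6 µM, in 0.4% DMSO · Schedule – compound incubation 1 h at room temperature, readout 45 min post-stimulation · Technique – fluorescence, membrane potential probe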
An asterisk follows results filed as active; & = joins results of further samples.

`CC(=O)c1c(N2CCC(C(N)=O)CC2)nc(=S)n(-c2ccccc2)c1C` gave EP2 modulator -4, TRPML3 agonist 1.4, S1P4 antag -4, NPY-Y2 PAM-ag 7, NPY-Y1 PAM-ag 20, S1P4 agonist 0.1, CHOP inhibitor -13, zfTRPN1 agonist -2.1 and NPY Y1 blocker 3.
`COc1ccc(CNC(=S)Nc2ccc(F)c(Cl)c2)cc1OC` gave EP2 modulator -47, TRPML3 agonist 5.7, S1P4 antag -1, NPY-Y2 PAM-ag -7, NPY-Y1 PAM-ag -8, S1P4 agonist 0.8, CHOP inhibitor -10, zfTRPN1 agonist 9.4 and NPY Y1 blocker -2.
`CC(=O)c1c(C)[nH]c(C(=O)OCCCCN2C(=O)c3ccccc3C2=O)c1C` gave EP2 modulator -25, TRPML3 agonist 6.7, S1P4 antag -26, NPY-Y2 PAM-ag 39*, NPY-Y1 PAM-ag -31, S1P4 agonist 0.4, zfTRPN1 agonist 9.4 and NPY Y1 blocker 4.
For CCOC1(OCC)N=C(N)C2(C#N)C(c3cccc(C)c3)C12C#N (configuration not stated) the results were EP2 modulator -5, TRPML3 agonist -0.2, S1P4 antag -27, NPY-Y2 PAM-ag -5, NPY-Y1 PAM-ag 2, S1P4 agonist 1.9, CHOP inhibitor 8, zfTRPN1 agonist -1.4 and NPY Y1 blocker 3.
`O=C1CNC(=O)/C(=C/c2cccs2)N1` gave EP2 modulator -4, TRPML3 agonist 0.4, S1P4 antag 0, NPY-Y2 PAM-ag 4, NPY-Y1 PAM-ag -13, S1P4 agonist 0.6, CHOP inhibitor -2, zfTRPN1 agonist 1.8 and NPY Y1 blocker -1.
`CC(=NCCCn1ccnc1)c1c(O)n(Cc2ccccc2)c(=O)[nH]c1=O` gave EP2 modulator 10, TRPML3 agonist 0.4, S1P4 antag -4, NPY-Y2 PAM-ag 0, NPY-Y1 PAM-ag 0, S1P4 agonist 1.0, CHOP inhibitor 0, zfTRPN1 agonist 1.5 and NPY Y1 blocker 1.
CCOc1ccc(C)cc1S(=O)(=O)Nc1ccc(Cl)cn1 was read as EP2 modulator 6, TRPML3 agonist 0.1, S1P4 antag 1, NPY-Y2 PAM-ag -3, NPY-Y1 PAM-ag 2, S1P4 agonist -1.8, CHOP inhibitor 21, zfTRPN1 agonist -0.2 and NPY Y1 blocker -5.
Oc1nc(-c2ccc(Cl)cc2)n2ccncc12 was read as EP2 modulator 22, TRPML3 agonist -0.3, S1P4 antag 3, NPY-Y2 PAM-ag -6, NPY-Y1 PAM-ag -5, S1P4 agonist -1.2, CHOP inhibitor -1, zfTRPN1 agonist 0.2 and NPY Y1 blocker 2.
Screening CCN(CC)S(=O)(=O)c1cccc(-c2nnc(SC(C)C#N)n2Cc2ccccc2)c1 (configuration not stated) returned EP2 modulator -33, TRPML3 agonist 0.6, S1P4 antag -6, NPY-Y2 PAM-ag -7, NPY-Y1 PAM-ag -14, S1P4 agonist -0.7, CHOP inhibitor -17, zfTRPN1 agonist 2.1 and NPY Y1 blocker 2.
Screening Cc1cccc(-n2c(O)c(C=Nc3cc(O)ccc3C)c3ccccc3c2=O)n1 returned EP2 modulator -39, TRPML3 agonist 0.3, S1P4 antag 4, NPY-Y2 PAM-ag 17, NPY-Y1 PAM-ag 12, S1P4 agonist -1.0, CHOP inhibitor -9, zfTRPN1 agonist -0.7 and NPY Y1 blocker -3.
Screening COc1cccc(CNC(=O)CCC2CCCN(Cc3ccc4c(c3)CCO4)C2)c1 (configuration not stated) returned EP2 modulator 6, TRPML3 agonist 0.6, S1P4 antag -4, NPY-Y2 PAM-ag -3, NPY-Y1 PAM-ag -5, S1P4 agonist 1.0, CHOP inhibitor 0 and zfTRPN1 agonist -0.3.
For Cc1occc1-c1nnc(SCC(=O)Nc2ccc(F)cc2)n1Cc1ccccc1 the results were EP2 modulator 40, TRPML3 agonist 0.2, S1P4 antag 1, NPY-Y2 PAM-ag -7, NPY-Y1 PAM-ag -8, S1P4 agonist -0.8, CHOP inhibitor 51, zfTRPN1 agonist 0.2 and NPY Y1 blocker 3.
COc1ccc(NC(=O)c2ccc([N+](=O)[O-])s2)c([N+](=O)[O-])c1 was read as EP2 modulator 6, TRPML3 agonist 0.9, S1P4 antag 2, NPY-Y2 PAM-ag -23, NPY-Y1 PAM-ag -8, S1P4 agonist -1.8, CHOP inhibitor -30, zfTRPN1 agonist 2.1 and NPY Y1 blocker 1.
`COc1ccc(C2CCCN2C(=O)Nc2ccc(C)c(C)c2)cc1OC` (configuration not stated) gave EP2 modulator -3, TRPML3 agonist 0.6, S1P4 antag -13, NPY-Y2 PAM-ag -6, NPY-Y1 PAM-ag -12, S1P4 agonist 1.4, CHOP inhibitor 7, zfTRPN1 agonist 0.6 and NPY Y1 blocker 3.
For OC(COCCOc1ccc(Br)cc1)CN1CCCCC1 (configuration not stated) the results were EP2 modulator -35, TRPML3 agonist 1.5, S1P4 antag -29, NPY-Y2 PAM-ag -8, NPY-Y1 PAM-ag -18, S1P4 agonist 0.6, CHOP inhibitor -26, zfTRPN1 agonist 3.5 and NPY Y1 blocker 3.
COc1ccc(C(=O)NCCn2cc(SCC(=O)Nc3cc(C)on3)c3ccccc32)cc1OC was read as EP2 modulator -7, TRPML3 agonist 0.4, S1P4 antag -3, NPY-Y2 PAM-ag 3, NPY-Y1 PAM-ag 8, S1P4 agonist 1.1, CHOP inhibitor 11, zfTRPN1 agonist 0.6 and NPY Y1 blocker 1.
Screening O=C(CN(CC1CCCO1)C(=O)c1nsc(Cl)c1Cl)NC1CCCC1 (configuration not stated) returned EP2 modulator 23, TRPML3 agonist 0.5, S1P4 antag 0, NPY-Y2 PAM-ag 0, NPY-Y1 PAM-ag 15, S1P4 agonist -0.3, CHOP inhibitor 12, zfTRPN1 agonist 0.0 and NPY Y1 blocker 2.
For CCOc1c(OC)cc(C2C(C#N)=C(N)Oc3n[nH]c(-c4ccncc4)c32)cc1OC (configuration not stated) the results were EP2 modulator 2, TRPML3 agonist 1.4, S1P4 antag 2, NPY-Y2 PAM-ag 11, NPY-Y1 PAM-ag 0, S1P4 agonist 2.2, CHOP inhibitor 5, zfTRPN1 agonist 2.0 and NPY Y1 blocker 1.
`COC(=O)c1sccc1NC(=O)c1ccc(C)s1` gave EP2 modulator 47, TRPML3 agonist -0.2, S1P4 antag -17, NPY-Y2 PAM-ag -14, NPY-Y1 PAM-ag -8, S1P4 agonist -0.6, CHOP inhibitor 52, zfTRPN1 agonist -1.2 and NPY Y1 blocker 17.
Screening FC(F)(F)c1cnc(NNC(=S)Nc2ccccc2Cl)c(Cl)c1 returned EP2 modulator -12, TRPML3 agonist 17*, S1P4 antag -12, NPY-Y2 PAM-ag 32, NPY-Y1 PAM-ag 36, S1P4 agonist 0.0, CHOP inhibitor 52, zfTRPN1 agonist 29* and NPY Y1 blocker 0.
For O=C(CN1CCN(S(=O)(=O)/C=C/c2ccccc2)CC1)NC(=O)NCc1ccco1 the results were EP2 modulator 8, TRPML3 agonist 0.4, S1P4 antag -15, NPY-Y2 PAM-ag -12, NPY-Y1 PAM-ag 14, S1P4 agonist 0.7, CHOP inhibitor 33, zfTRPN1 agonist 1.0 and NPY Y1 blocker 4.
`CCOC(=O)C1(CCOc2ccccc2)CCN(Cc2cccn2-c2ncccn2)CC1` gave EP2 modulator 18, TRPML3 agonist 0.2, S1P4 antag 7, NPY-Y2 PAM-ag -25, NPY-Y1 PAM-ag -10, S1P4 agonist 0.7, CHOP inhibitor 41, zfTRPN1 agonist -1.7 and NPY Y1 blocker 25*.
For CCC(=O)Nc1cc(NC(=O)CSc2nnc(C(C)C)n2CC)ccc1C the results were EP2 modulator 10&-22, TRPML3 agonist -0.2, S1P4 antag -2, NPY-Y2 PAM-ag -9, NPY-Y1 PAM-ag 6, S1P4 agonist 1.9, CHOP inhibitor 30, zfTRPN1 agonist -0.4 and NPY Y1 blocker 1.
Screening CCCOC(=O)c1c(NC(=O)CCCn2nc([N+](=O)[O-])cc2C)sc(C(=O)OC)c1C returned EP2 modulator 37, TRPML3 agonist 0.6, S1P4 antag -11, NPY-Y2 PAM-ag 5, NPY-Y1 PAM-ag 19, S1P4 agonist 1.0, CHOP inhibitor -33, zfTRPN1 agonist 1.6 and NPY Y1 blocker -3.
O=C(Nc1ccccc1SCC1CSc2nc3ccccc3c(=O)n21)c1cccc(Cl)c1 (configuration not stated) was read as EP2 modulator 7, TRPML3 agonist -0.1, S1P4 antag -12, NPY-Y2 PAM-ag -9, NPY-Y1 PAM-ag -10, S1P4 agonist 0.7, CHOP inhibitor 39, zfTRPN1 agonist -1.9 and NPY Y1 blocker -3.
Screening COc1cccc(/C=N/NC(=O)c2oc3nc(-c4ccccc4)cc(-c4ccco4)c3c2N)c1 returned EP2 modulator -5, TRPML3 agonist 1.2, S1P4 antag 2, NPY-Y2 PAM-ag -2, NPY-Y1 PAM-ag -1, S1P4 agonist 0.8, CHOP inhibitor 9 and zfTRPN1 agonist 2.4.
`O=C(CSc1ncnc2sccc12)Nc1ccccc1F` gave EP2 modulator -13, TRPML3 agonist 0.9, S1P4 antag -1, NPY-Y2 PAM-ag -10, NPY-Y1 PAM-ag 1, S1P4 agonist 0.1, CHOP inhibitor 9, zfTRPN1 agonist 1.6 and NPY Y1 blocker 6.
Screening CC(C)(C)c1cc2cccnc2n1Cc1cccc(Cl)c1 returned EP2 modulator 10, TRPML3 agonist 1.1, S1P4 antag 5, NPY-Y2 PAM-ag -2, NPY-Y1 PAM-ag -12, S1P4 agonist -0.9, CHOP inhibitor 14, zfTRPN1 agonist 0.8 and NPY Y1 blocker 7.
Screening COc1ccc(CNC(=O)c2sc3nc4c(c(C(F)(F)F)c3c2N)CCC4)cc1OC returned EP2 modulator -10, TRPML3 agonist 1.2, S1P4 antag -22, NPY-Y2 PAM-ag 1, NPY-Y1 PAM-ag -38, S1P4 agonist 0.8, CHOP inhibitor 40, zfTRPN1 agonist -0.4 and NPY Y1 blocker 0.
O=C(CCNS(=O)(=O)c1cccc2nonc12)NCc1cccs1 was read as EP2 modulator 2, TRPML3 agonist 1.0, S1P4 antag -8, NPY-Y2 PAM-ag 12, NPY-Y1 PAM-ag 17, S1P4 agonist 0.3, CHOP inhibitor 7, zfTRPN1 agonist 1.3 and NPY Y1 blocker -1.
